From PubChem BioAssay
KCNH2 3.1 inh: blocks the human KCNH2 3.1 channel isoform. U2OS KCNH2 3.1, thallium flux FluxOr; stronger effect = lower value. activity change, % (tested at about 1.8 µM). 340,000 tested, 0.95% active. AID 720553;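 active = maximum activity change below -70%; inconclusive = maximum activity change from -70% to -50%; inactive = maximum activity change above -50%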;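 note: thallium influx rate constant from kinetic fluorescence after stimulation buffer; % is set by controls: 0 for no effect and ±100 for the full control effect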
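Measured as rate of thallium-driven FluxOr signal in transduced U2OS cells carrying the 3.1 channel, read kinetically for 2 min upon stimulation; values are rate constants scaled to DMSO control wells.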
NPC1 promoter act: NPC1 promoter activation. Huh7 NPC1 promoter luciferase reporter, 24 h. Potency, µM (top dose mostly 9.22 µM), without a hit: top-dose activation, actives largely listed as activators. 320,000 tested, 2.4% active. AID 485313;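 note: potency is the fitted concentration of half-maximal effect; % of control where 0% means no effect; nearly all actives have a fitted effect of over 60% in size; reporter is driven by a mutant NPC1 promoter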
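Luciferase expression driven by the NPC1 promoter was measured in stably transfected Huh7 cells after a 24 h compound incubation, using a luciferase reagent and a luminescence read.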
FLuc modulator: counter-screen for miR-21 project: firefly luciferase inhibitors or activators. P08659. purified FLuc, Km substrates, luminescence inhibition. Potency, µM (series often up to 57.5 µM), for the others: at the highest dose activity change, negative = inhibition, hits mostly inhibitors. 360,000 tested, 6.9% active. AID 588342;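 note: potency is the fitted concentration of half-maximal effect; plate controls were vehicle for no effect and reference inhibitor for full effect; nearly all actives have a fitted effect of over 55% in size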
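Biochemical qHTS of compounds, final roughly 60 µM downward over six points, against 10 nM purified firefly luciferase using Km concentrations of substrates (10 uM D-luciferin, 10 uM ATP) in Tris acetate pH 7.5 buffer; luminescence output.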
RORgamma inh: blocks mouse ROR gamma transcriptional activity; Potency, µM (doses to about 53.6 µM), for the others: at the highest dose activity change, negative = inhibition, hits mostly inhibitors; AID 2551; 310,000 tested, 5.4% active; Drosophila S2 Gal4-RORgamma UAS-luciferase reporter, 20 h; note: potency is the fitted concentration of half-maximal effect; % is set by controls: 0 for no effect and ±100 for the full control effect; nearly all actives have a fitted effect of over 60% in size
Target sequence (P51450 whole entry, looked up, the tested form may be a part): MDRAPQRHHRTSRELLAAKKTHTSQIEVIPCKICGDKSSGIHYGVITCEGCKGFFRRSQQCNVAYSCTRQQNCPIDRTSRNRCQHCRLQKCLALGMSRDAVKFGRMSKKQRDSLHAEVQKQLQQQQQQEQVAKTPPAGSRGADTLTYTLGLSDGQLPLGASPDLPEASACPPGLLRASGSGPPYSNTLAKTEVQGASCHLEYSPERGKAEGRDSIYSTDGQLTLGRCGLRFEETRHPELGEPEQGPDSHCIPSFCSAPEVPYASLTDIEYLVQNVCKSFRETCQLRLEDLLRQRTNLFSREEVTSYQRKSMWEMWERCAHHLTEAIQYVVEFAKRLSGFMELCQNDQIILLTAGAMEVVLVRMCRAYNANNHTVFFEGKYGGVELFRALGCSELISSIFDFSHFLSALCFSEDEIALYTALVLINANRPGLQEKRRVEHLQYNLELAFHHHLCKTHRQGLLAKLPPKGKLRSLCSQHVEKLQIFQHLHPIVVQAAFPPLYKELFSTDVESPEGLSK
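Drosophila S2 cells stably expressing Gal4-DBD/mouse RORγ fusion under metallothionein promoter plus UAS-luciferase; compound 1 h, then 700 uM CuSO4 induction for 20 h at ambient temperature; inhibition read as reduced luminescence.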
Mito fusion yeast: blocks mitochondrial division or promotes mitochondrial fusion | 320,000 tested, 0.23% active | AID 485298 | Potency, µM (titrated, usually from 46.1 µM), for the others: at the top dose growth rescue (activation), actives largely listed as activators | S. cerevisiae fusion-defective mutant growth rescue, CellTiterGlo 48 h;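 note: potency is the fitted concentration of half-maximal effect; % of control where 0% means no effect; nearly all actives have a fitted effect of over 45% in size; temperature-sensitive fusion mutants such as fzo1-1 at 37 °C on non-fermentable ethanol glycerol medium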
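Temperature-sensitive fusion-defective S. cerevisiae (e.g. fzo1-1, mgm1-5) were grown with compound in YPEG medium (3% ethanol, 3% glycerol) for 48 hours at 37C. Growth rescue was measured as viability by CellTiterGlo luminescence after 10 minutes at ambient.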
VP16 counter: inhibits Gal4-VP16 luciferase reporter, ROR gamma counter-screen; AID 2546; Drosophila S2 Gal4-VP16 UAS-luciferase, luminescence, 20 h; Potency, µM (top dose mostly 53.6 µM), inactives show at the highest dose activity, negative = inhibition, actives largely listed as inhibitors; 310,000 tested, 3.5% active;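 note: Gal4-VP16 expression switched on by copper sulfate through the metallothionein promoter; potency is the fitted concentration of half-maximal effect; % is set by controls: 0 for no effect and ±100 for the full control effect; nearly all actives have a fitted effect of over 50% in size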
PKM2 activator: increases activity of human pyruvate kinase M2; P14618; purified PKM2, Kinase-Glo ATP luminescence, activation; response scale: 0% is enzyme alone, no compound; Potency, µM (top dose mostly 57.5 µM), for the others: at the highest dose activation, most hits filed as activators; 260,000 tested, 0.34% active; note: potency is the fitted concentration of half-maximal effect; % is set by controls: 0 for no effect and ±100 for the full control effect; nearly all actives have a fitted effect of over 55% in size
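Purified hPK-M2 (>95% pure) converted ADP (0.1 mM final) to ATP with 0.5 mM PEP in 50 mM imidazole pH7.2, KCl, MgCl2, Tween 20, BSA; 1 h at room temperature. ATP detected by Kinase-Glo luminescence.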
Menin-MLL TR inh: menin-MLL binding inhibition, Texas Red mutant peptide; O00255; Menin + Texas Red MLL mutant peptide, fluorescence polarization; Potency, µM (highest dose often 61.6 µM), for the others: top-dose FP activity change, negative = inhibition, hits mostly inhibitors; 270,000 tested, 0.23% active; active = well fitted inhibition curve with a large enough effect in the polarisation, with a control signal flat, not every such curve was filed as active; inconclusive = small, poorly fitted or top-dose-only effect, or effect the other way, or a change in a side signal; inactive = no such curve, though single readings can be large or run the other way; the % refers to the polarisation; note: potency is the fitted concentration of half-maximal effect; % of control where 0% means no effect; many of its hits are not listed in these tables
Rab9 promoter act: Rab9 promoter activation; Potency, µM (doses to about 9.22 µM), without a hit: top-dose activation, negative = inhibition, actives largely listed as activators; 320,000 tested, 2.8% active; Huh7 Rab9 promoter-luciferase reporter, luminescence, 24 h; note: potency is the fitted concentration of half-maximal effect; % of control where 0% means no effect; nearly all actives have a fitted effect of over 60% in size
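Huh7 cells stably carrying Rab9 promoter–luciferase reporter, plated 1500 cells/well, compound added after 2 h and incubated 24 h at 37 °C; luciferase luminescence then read after 10 min with detection reagent.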
MBNL1-CUG inh: blocks human MBNL1 binding to CUG repeat RNA. 280,000 tested, 0.036% active. TR-FRET MBNL1-His/biotin-(CUG)12 binding, 665/545 ratio. AID 2675. Potency, µM (doses to about 57.5 µM), without a hit: at the highest dose activity change, negative = inhibition, most hits filed as inhibitors. Q9NR56; active = well fitted inhibition curve with a large enough effect in the signal ratio, with a control signal flat, not every such curve was filed as active; inconclusive = small, poorly fitted or top-dose-only effect, or effect the other way, or a change in a side signal; inactive = no such curve, though single readings can be large or run the other way; the % refers to the signal ratio; note: potency is the fitted concentration of half-maximal effect; % is set by controls: 0 for no effect and ±100 for the full control effect
Target sequence (Q9NR56 whole entry, looked up): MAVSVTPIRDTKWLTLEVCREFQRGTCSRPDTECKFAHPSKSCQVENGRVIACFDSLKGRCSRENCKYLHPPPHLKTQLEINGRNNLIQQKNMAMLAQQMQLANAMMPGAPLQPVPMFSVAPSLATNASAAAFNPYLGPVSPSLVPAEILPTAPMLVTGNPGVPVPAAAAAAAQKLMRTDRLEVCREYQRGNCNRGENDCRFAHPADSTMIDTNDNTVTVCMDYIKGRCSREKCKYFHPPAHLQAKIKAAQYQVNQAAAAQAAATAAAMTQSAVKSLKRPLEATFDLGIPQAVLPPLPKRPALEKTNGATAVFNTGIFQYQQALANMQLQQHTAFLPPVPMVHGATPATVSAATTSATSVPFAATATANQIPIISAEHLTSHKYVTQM
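TR-FRET between His-tagged MBNL1 and biotin-(CUG)12 RNA, detected with Tb anti-His antibody (0.055 ng/ul) and streptavidin-XL665 (5 nM), 60 min at room temperature. Compounds titrated 92 nM to 58 uM; 665/545 nm ratio normalized to buffer and complex controls.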
ELG1 repair inh: inhibitors of ELG1-dependent DNA repair in HEK293T cells; HEK293T ELG1-luciferase reporter, luminescence, 16 h; DNA damage induced by 5-fluorouridine; Potency, µM (doses to about 46.1 µM), without a hit: at the highest dose activity change, negative = inhibition, actives largely listed as inhibitors; 330,000 tested, 2.3% active; note: potency is the fitted concentration of half-maximal effect; % is set by controls: 0 for no effect and ±100 for the full control effect; nearly all actives have a fitted effect of over 55% in size
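5-Fluorouridine DNA damage + compound/DMSO, 2,000 cells/well, 16 h, 37 °C/5% CO2. ONE-Glo, 30 min RT, luminescence. Readout = decrease in reporter signal.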
An asterisk follows results filed as active; ? = inconclusive; . = not tested or not shown; [ ] = remark or other dose. Unless noted, calls come from the whole dose curve; as a rule, active = well fitted curve in the direction sought with a large enough effect; inconclusive = small, poorly fitted or top-dose-only effect, or another doubt; inactive = no such curve, though single readings can be large; an effect the other way counts as inactive or inconclusive.

SMILES	KCNH2 3.1 inh	NPC1 promoter act	FLuc modulator	RORgamma inh	Mito fusion yeast	VP16 counter	PKM2 activator	Menin-MLL TR inh	Rab9 promoter act	MBNL1-CUG inh	ELG1 repair inh
CCOCCCn1c(SCC(=O)Nc2ccc3[nH]c(=O)[nH]c3c2)nc2ccccc2c1=O	28	-1%	3%	.	-6%	.	.	.	-3%	.	-5%
Cc1cccc(C(=O)NCC(=O)OCC(=O)c2cc(C)n(CC3CCCO3)c2C)c1 (stereo unspecified)	10	15%	21µM*	16%	-7%	-8%	10%	-18%	22%	4%	?
N/C(=N/O)c1ccccc1N1CCC(Cc2ccccc2)CC1	-18	-3%	6%	4%	1%	7%	-7%	-26%	-6%	6%	15µM*
COc1ccc2c(c1)C=C(CN1CCN(C(C)C)C(CCO)C1)CO2 (stereo unspecified)	-29	-1%	0%	-8%	-1%	-10%	1%	8%	9%	13%	5%
COc1ccc(OCc2nnc(SCC(=O)Nc3cccc(C(C)=O)c3)o2)cc1	-1	-3%	19µM*	.	-3%	.	.	.	-1%	.	2%
CCC(C)NC(C(=O)Nc1ccc(Cl)c([N+](=O)[O-])c1)c1ccccc1 (stereo unspecified)	-30	-1%	0%	-11%	-2%	-18%	1%	-5%	-5%	?	4%
Cc1cccc(C)c1NC(=O)CN(C)C(=O)c1cccc(NS(=O)(=O)c2ccccc2)c1	2	-1%	-2%	.	3%	.	.	.	-4%	.	0%
COc1cccc(OC)c1NC(=O)CN(C)S(=O)(=O)c1ccc2c(c1)OCCO2	12	2%	3%	-21%	3%	-8%	1%	-9%	1%	0%	?
Cc1ncc(CN2CCN(C3CCCC3)C(CCO)C2)s1 (stereo unspecified)	4	-3%	6%	14%	-5%	2%	0%	4%	14%	8%	-13%
CCOC(=O)COc1nc(N(C)C)nc(N(C)C)n1	7	0%	0%	8%	-2%	-2%	-1%	2%	7%	-6%	5%
COc1ccc(NC(=O)[C@H](C)NC(=O)C2CCN(S(=O)(=O)c3ccc(C)cc3)CC2)cc1OC	5	-1%	-1%	-9%	-9%	-2%	0%[0.46 µM]	2%	5%	11%	0%
CCN(CC)CCNC(=O)c1cc(Nc2ccc(OC)c(OC)c2)nc2ccccc12	0	1%	?	8%	6%	2%	.	7%	-3%	3%	0%
CCCSc1nc(=O)n2cc(C)ccc2n1	-18	1%	-18%	-2%	1%	17%	3%	-27%	21%	2%	?
NC(=O)c1ccc(SCC(=O)NC2CCCCC2)c([N+](=O)[O-])c1	10	-1%	-1%	1%	-5%	19%	.	-1%	0%	?	-11%
COc1ccc(NC(=O)CNC(=O)c2cccs2)cc1Cl	-10	-2%	-1%	-8%	0%	1%	2%	25%	-20%	-1%	14%
Cc1cc(C)c(NC2=CC(=O)CC(C)(C)C2)c(C#N)c1	-7	3%	-1%	-17%[10 µM]	?	-16%	-8%	2%	8%	-4%	4%
Cn1c(SCC(=O)N(C2CCCCC2)C2CCCCC2)nnc1-c1cccs1	-8	-4%	0%	-20%	24%	-2%	0%	-24%	-8%	7%	?
COc1ccc(-c2nc(CS(=O)CC(=O)NCc3ccc4c(c3)OCO4)c(C)o2)cc1OC (stereo unspecified)	0	1%	-7%	?	?	-17%	.	-4%	3%	2%	15µM*
COc1cc(/C=C2/C(=O)NN(c3ccc(F)cc3)C2=O)cc(Cl)c1O	5	-1%	21µM*	-20%	-23%	2%	.	?	0%	21%	20%
COc1ccc(CNC(=O)Cc2c(C(=O)O)[nH]c3ccccc23)cc1	-6	6%	-15%	-14%	-3%	-9%	-10%	-1%	0%	-12%	8%

Record cards (already shown). Values in the order: KCNH2 3.1 inh, NPC1 promoter act, FLuc modulator, RORgamma inh, Mito fusion yeast, VP16 counter, PKM2 activator, Menin-MLL TR inh, Rab9 promoter act, MBNL1-CUG inh, ELG1 repair inh
CCCSc1nc(=O)n2cc(C)ccc2n1 reads -18, 1%, -18%, -2%, 1%, 17%, 3%, -27%, 21%, 2%, ?
Cn1c(SCC(=O)N(C2CCCCC2)C2CCCCC2)nnc1-c1cccs1 reads -8, -4%, 0%, -20%, 24%, -2%, 0%, -24%, -8%, 7%, ?
COc1ccc(NC(=O)CNC(=O)c2cccs2)cc1Cl reads -10, -2%, -1%, -8%, 0%, 1%, 2%, 25%, -20%, -1%, 14%
COc1cc(/C=C2/C(=O)NN(c3ccc(F)cc3)C2=O)cc(Cl)c1O reads 5, -1%, 21µM*, -20%, -23%, 2%, ., ?, 0%, 21%, 20%
COc1ccc(CNC(=O)Cc2c(C(=O)O)[nH]c3ccccc23)cc1 reads -6, 6%, -15%, -14%, -3%, -9%, -10%, -1%, 0%, -12%, 8%

Further results.
SMILES	KCNH2 3.1 inh	NPC1 promoter act	FLuc modulator	RORgamma inh	Mito fusion yeast	VP16 counter	PKM2 activator	Menin-MLL TR inh	Rab9 promoter act	MBNL1-CUG inh	ELG1 repair inh
CNC(=S)Nc1ccc(OC)c(OC)c1	0	-3%	7%	-15%	1%	-3%[0.365 µM]	2%	-6%	0%	1%	14%
Cn1c(Cn2c(C(F)(F)F)nc3ccccc32)nc2ccccc21	4	1%	10%	-18%	-2%	-2%	-8%	-7%	-1%	0%	-22%
Cc1cc(C)c(-c2csc(NC(=O)C3=NN(c4ccccc4)C(=O)CC3)n2)c(C)c1	?	-11%	1%	-15%	-5%	-25%	-7%	15%	-17%	21%	?
Cc1ccccc1CN(c1ccc(C(=O)N/N=C/c2ccc(OCC(N)=O)cc2)cc1)S(C)(=O)=O	10	-2%	-3%	-13%	1%	5%	6%	52%[activator]	-3%	15%	10%
NS(=O)(=O)c1ccc(NC(=S)NCc2ccccc2)cc1	-1	0%	-4%	13%	-5%	6%	1%	-16%	1%	-10%	?
O=C(CSc1nnc(C2COc3ccccc3O2)o1)N1CCOCC1 (stereo unspecified)	5	3%	4%	1%	4%	8%	1%	-4%	-3%	0%	1%
C/C=C/C1=CC(=O)C[C@H](c2ccc(Cl)cc2)C1	3	1%	2%	.	6%	.	.	.	-3%	.	20%
Cc1cc(C)cc(NC2=CC(=O)CC(c3ccco3)C2)c1 (stereo unspecified)	-11	1%	2%	-8%	4%	2%	-2%	.	-9%	0%	7%
COCCCn1nnnc1SCC(=O)Nc1nc(C)c(C)s1	-4	-4%	-3%	1%	-4%	10%	11%	7%	-4%	?	?
O=C(CSCCS(=O)(=O)c1ccc(Cl)cc1)Nc1ccccc1	5	-10%	5%	12%	4%	1%	-2%	.	-3%	.	?
COc1ccccc1N(C(=O)c1snc(C(N)=O)c1N)C(C(=O)NC1CCCCC1)c1cccc(OC)c1OC (stereo unspecified)	4	?	0%	14%	-3%	-13%	.	?	5%	5%	-7%
COCCNC(=O)c1ccccc1NC(=O)COc1ccccc1	12	2%	-7%	9%	-3%	5%	-11%	1%	-2%	3%	1%
CC(C)N1CCC(N2CCN(Cc3ccc4nsnc4c3)CC2CCO)CC1 (stereo unspecified)	5	1%	0%	-8%	1%	-5%	-12%	-2%	5%	?	-9%
Nc1cccc(-c2nc3cc(S(=O)(=O)c4ccc5oc(-c6cccc(N)c6)nc5c4)ccc3o2)c1	0	-18%	0%	4.5µM*	3%	5µM*	2%	-12%	-7%	0%	19%
Cc1ccc(C)c(N2CCN(C(=O)C3CCN(S(=O)(=O)c4c(C)noc4C)CC3)CC2)c1	-2	-17%	0%	?	5%	?	-9%	.	-28%	-4%	12µM*
CN(CC(=O)Nc1ccc(F)cc1)C(=O)Cn1nnc(-c2ccccc2)n1	9	-4%	6%	28%	2%	?	-3%	.	-3%	-9%	11%
c1csc(-c2nnc(NC3CCCCC3)c3ccccc23)c1	3	-2%	12µM*	?	24%	0%	1%	-11%	-3%	31%[activator]	-13%
CC1CCCCC1NC(=O)NC(=O)CCl (stereo unspecified)	1	-13%	3%	5µM*	-12%	6.3µM*	1%	-7%	-7%	.	21µM*
O=C(OCn1nnc2ccccc2c1=O)c1ccc2ccccc2n1	-1	-3%	-4%	-21%	-1%	-6%	-5%	-1%	-1%	5%	-5%

Some of the compounds tested; rates above refer to the full screens.
